B2AR arrestin ag: agonists recruiting beta-arrestin to human beta2-adrenergic receptor; P07550; HTLA Tango cells, beta-arrestin recruitment, luciferase luminescence, 18 h; Potency, µM (doses to about 46.1 µM), without a hit: at the top dose activation, usual class: activators; 44,000 tested, under 10 active; AID 1347077;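 note: potency is the fitted concentration of half-maximal effect; 0% = DMSO and full agonism = EC100 isoproterenol or metaproterenol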
Target sequence (P07550 whole entry, looked up): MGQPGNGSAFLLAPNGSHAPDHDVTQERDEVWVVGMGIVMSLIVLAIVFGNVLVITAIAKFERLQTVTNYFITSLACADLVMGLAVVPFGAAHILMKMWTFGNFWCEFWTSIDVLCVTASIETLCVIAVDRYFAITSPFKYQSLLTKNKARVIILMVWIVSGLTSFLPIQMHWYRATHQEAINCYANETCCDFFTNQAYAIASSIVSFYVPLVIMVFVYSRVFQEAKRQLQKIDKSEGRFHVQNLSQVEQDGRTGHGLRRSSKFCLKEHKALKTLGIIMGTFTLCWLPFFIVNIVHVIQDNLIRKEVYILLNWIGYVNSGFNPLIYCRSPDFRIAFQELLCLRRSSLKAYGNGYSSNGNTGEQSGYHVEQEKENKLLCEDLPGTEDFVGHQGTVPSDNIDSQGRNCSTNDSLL
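Tango cell line, 1% FBS DMEM; cpd titration up to 46 microM; 18 hr, 37 degrees C, 5% CO2. Luciferin/ATP substrate mix added, 15 min RT, luminescence. %Activity, CRC fitting, curve-class categorization.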
TSG101-PTAP inh: TSG101-PTAP interaction inhibition, HIV-1 budding; Potency, µM (highest dose often 115 µM), inactives show at the highest dose activity change, negative = inhibition, usual class: inhibitors; 44,000 tested, under 10 active; Fluorescence polarization, FITC-PTAP peptide/Tsg101, 20 min; Q99816; note: potency is the fitted concentration of half-maximal effect; 0% is about no effect
Target sequence (Q99816 whole entry, looked up): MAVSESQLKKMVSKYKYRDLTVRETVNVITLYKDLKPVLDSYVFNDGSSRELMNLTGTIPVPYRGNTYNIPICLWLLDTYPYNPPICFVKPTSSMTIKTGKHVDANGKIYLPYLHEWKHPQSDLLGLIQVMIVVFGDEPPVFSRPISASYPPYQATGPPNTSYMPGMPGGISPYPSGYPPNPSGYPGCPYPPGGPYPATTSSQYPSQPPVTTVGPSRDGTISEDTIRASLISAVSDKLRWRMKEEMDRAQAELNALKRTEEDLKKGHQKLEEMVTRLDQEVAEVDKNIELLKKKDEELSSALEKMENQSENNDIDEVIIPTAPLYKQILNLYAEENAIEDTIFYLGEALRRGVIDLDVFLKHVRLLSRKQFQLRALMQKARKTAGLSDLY
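qHTS FP binding, 20 min r.t.: 10 uM Tsg101 domain + 50 nM FITC-PTAP peptide, pH 7.5 HEPES buffer with TCEP and EDTA.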
GALK inh: GALK (human) enzyme inhibition. P51570. recombinant GALK, Kinase-Glo ATP luminescence, 1 h. Potency, µM (titrated, usually from 57.5 µM), without a hit: at the top dose activity, negative = inhibition, hits mostly inhibitors. 44,000 tested, under 10 active;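 note: plate controls were full GALK reaction for no effect and reaction lacking GALK for full effect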
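Luminescent ATP-depletion readout (Kinase-Glo Plus, 10 min) after 1 h RT reaction of 5 nM GALK, 35 uM ATP, 100 uM galactose, pH 8.0 HEPES buffer. Decreased kinase activity scored as inhibition.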
p53null 39C kill: kills p53 null cells at the nonpermissive temperature; H1299 p53-null (neo) cells, 39C, ATPlite viability, 24 h; Potency, µM (highest dose often 46.1 µM), inactives show at the top dose activity, negative = cell killing, hits mostly cytotoxic; 55,000 tested, 0.97% active; AID 904;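 note: potency is the fitted concentration of half-maximal effect; 0% = DMSO only and -100% = full killing by 100 µM tamoxifen; nearly all actives have a fitted effect of over 50% in size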
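Cells seeded at 600/well, 37C overnight. Compound added (up to 46 uM), plates shifted to 39C for 24 hr. ATPlite added, luminescence read after 20 min at room temperature.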
p53null 32C tox: selectivity test: cytotoxicity in p53 null cells, permissive temperature. H1299-neo p53 null cells, ATP luminescence, 24 h, 32C. Potency, µM (series often up to 46.1 µM), for the others: at the highest dose activity change, negative = cytotoxicity, actives largely listed as cytotoxic. 55,000 tested, 0.62% active;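 note: potency is the fitted concentration of half-maximal effect; 0% = DMSO only and -100% = full killing by 100 µM tamoxifen; nearly all actives have a fitted effect of over 55% in size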
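Cells lacking p53 (H1299-neo) are plated at 600 per well and allowed to settle overnight at 37C. Test compounds (up to 46 uM) are added and held 24 hours at 32C, then ATP is quantified by luminescence.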
FH mod: Identification of activators of human fumarate hydratase by quantitative high-throughput screening | FH coupled MDH/diaphorase resazurin fluorescence, 15 min | Potency, µM (titrated, usually from 79.9 µM), for the others: at the top dose activity change, negative = inhibition, actives largely listed as inhibitors | Fumarate hydratase, mitochondrial (Homo sapiens), P07954 | 54,000 tested, 0.22% active; note: potency is the fitted concentration of half-maximal effect; % is set by controls: 0 for no effect and ±100 for the full control effect; the screen sought activators but most active calls are inhibition curves; nearly all actives have a fitted effect of over 45% in size
NTMT1 inhibitor: NTMT1 methyltransferase inhibition; Q9BV86; Potency, µM (doses to about 114 µM), for the others: at the highest dose activity change, negative = inhibition, usual class: inhibitors; AID 1645870; NTMT1 MTase-Glo SAH luminescence, purified enzyme; 59,000 tested, 2.5% active;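 note: potency is the fitted concentration of half-maximal effect; plate controls were DMSO vehicle for no effect and no enzyme for full effect; nearly all actives have a fitted effect of over 65% in size; many of its hits are not listed in these tables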
Target sequence (Q9BV86 whole entry, looked up): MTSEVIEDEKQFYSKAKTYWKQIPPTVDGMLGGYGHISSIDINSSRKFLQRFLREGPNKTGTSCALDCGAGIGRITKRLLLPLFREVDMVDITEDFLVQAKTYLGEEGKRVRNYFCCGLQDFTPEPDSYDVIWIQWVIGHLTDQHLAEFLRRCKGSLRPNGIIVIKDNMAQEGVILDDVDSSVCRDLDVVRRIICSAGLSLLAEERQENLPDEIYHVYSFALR
An asterisk follows results filed as active; ? = inconclusive; . = not tested or not shown; [ ] = remark or other dose. Calls come from the whole dose curve; as a rule, active = well fitted curve in the direction sought with a large enough effect; inconclusive = small, poorly fitted or top-dose-only effect, or another doubt; inactive = no such curve, though single readings can be large; an effect the other way counts as inactive or inconclusive. This is a subset; count on the stated rates, not on these rows.

entry	SMILES	B2AR arrestin ag	TSG101-PTAP inh	GALK inh	p53null 39C kill
1	CCc1ccc(-n2nc3cc(C)c(NC(=O)c4ccccc4C)cc3n2)cc1	0%	0%	-1%	-11%
2	CCN(C(=O)CSc1nc2ccccc2n1Cc1cc(C)ccc1C)c1ccccc1	1%	0%	5%	19%
3	Cc1ccc(-c2nc(Cn3c(SCc4ccc(F)cc4)nc4cccnc43)c(C)o2)cc1	1%	1%	4%	-14%
4	CCC1=Nc2cc(C(=O)NCCN(CC)CC)ccc2Sc2ccccc21	1%	-6%	3%	4%
5	O=C(Nc1cccc(Cl)c1)c1cnc2sc(N3CCCC3)nn2c1=O	-1%	-7%	1%	-6%
6	COc1ccc(Cl)cc1NC(=O)Cn1ccn(-c2cc(C)cc(C)c2)c(=O)c1=O	-1%	2%	4%	-15%
7	COc1cccc(CCNC(=O)c2cnc3sc(N4CCCCCC4)nn3c2=O)c1	0%	-3%	-3%	-20%
8	CC(C)(C)c1ccc(C(=O)Nc2ccccc2C(=O)OCc2cc(=O)n3ccsc3n2)cc1	1%	-7%	5%	?
9	O=C(Cn1cc(S(=O)(=O)Cc2cccc(Cl)c2)c2ccccc21)Nc1ccccc1C(F)(F)F	2%	1%	5%	-12%
10	CC1CCC2(CC1)N=C(c1ccccc1)C(=O)N2CC(=O)Nc1ccc(F)c(Cl)c1 (stereo unspecified)	-4%	1%	-2%	?

entry	p53null 32C tox	FH mod	NTMT1 inhibitor
1	-1%	-1%	0%
2	3%	-27%	16%
3	-1%	?	7%
4	21%	1%	-12%
5	-5%	-6%	8%
6	3%	-4%	3%
7	2%	2%	-16%
8	-7%	1%	9%
9	-4%	-7%	8%
10	-18%	-28%	7%

Next section.
entry	SMILES	B2AR arrestin ag	TSG101-PTAP inh	GALK inh	p53null 39C kill
11	CCN(CC)CCNC(=O)c1cc2c(=O)n(C)c3cc(Cl)ccc3c2s1	6%	-3%	0%	7%
12	Cc1nc2nc(NC(=O)c3ccc(F)cc3)[nH]n2c(=O)c1Cc1ccccc1	-1%	0%	1%	4%
13	Cc1cc(NC(=O)c2ccco2)cc(-c2nc3ccccc3o2)c1O	1%	-1%	9%	-18%
14	COc1ccc(C(=O)Nc2ccccc2-c2nc3ccccc3s2)cc1OC	1%	-4%	1%	-1%
15	CCOC(=O)c1c(-c2ccc(C)cc2)csc1NC(=O)c1cc(=O)c2cc(C)ccc2o1	-2%	1%	1%	?
16	COc1cccc(NC(=O)/C(C#N)=C\c2cn(Cc3ccc(C)cc3)c3ccccc23)c1	0%	4%	1%	9%
17	Cc1ccc(NC(=O)C2CCN(S(=O)(=O)c3ccc4[nH]c5c(c4c3)CCCCC5)CC2)cc1	3%	-2%	0%	13%
18	CCOc1ccc(-n2ccnc2SCC(=O)Nc2ccc3c(c2)OCO3)cc1	0%	-1%	2%	13%
19	Cc1ccc(C2C(=O)N(C3CCCCCC3)CC(=O)N2C(C)C)cc1 (stereo unspecified)	-1%	-3%	-1%	-18%
20	O=C(Cc1ccccc1)N(Cc1cccnc1)c1nc2c(F)cc(F)cc2s1	-4%	-1%	-6%	?

entry	p53null 32C tox	FH mod	NTMT1 inhibitor
11	6%	3%	-5%
12	-10%	25%	7%
13	-7%	-1%	29%
14	-7%[9.22 µM]	-15%	-4%
15	1%	2%	?
16	21%	-24%	-13%
17	16%	-28%	24%
18	-3%	8%	-2%
19	-6%	.	.
20	14%	-12%	-1%

Later entries:
entry	SMILES	B2AR arrestin ag	TSG101-PTAP inh	GALK inh	p53null 39C kill
21	CCOc1ccc(C(=O)Nc2ccc(C(=O)OCc3cc(=O)n4nc(CC)sc4n3)cc2)cc1	1%	-2%	-2%	-14%
22	CCc1ccc(OCC(=O)Nc2ccc(Cl)c(-c3nc4ncccc4o3)c2)cc1	1%	1%	-17%	-13%
23	CCCC(=O)Nc1ccc2nc(SCC(=O)N3CCOCC3)sc2c1	-3%	-2%	6%	-31%
24	CCN1CCN(C(c2ccc(F)cc2)c2sc3nc(-c4ccco4)nn3c2O)CC1 (stereo unspecified)	-1%	4%	-2%	3%
25	Cc1nn(-c2ccccc2)c2sc(C(=O)Nc3ccc(Br)cc3)cc12	1%	0%	2%	15%
26	O=C(NCCc1ccccc1)c1ccc(CS(=O)Cc2ccc(Cl)cc2)o1 (stereo unspecified)	0%	0%	-7%	-15%
27	Cc1ccc(Cl)cc1N1CCN(C(=O)c2cc3c(=O)n(C)c4ccccc4c3s2)CC1	0%	5%	0%	-5%
28	COc1ccc(CNC(=O)c2c(O)nc3c(C)cccn3c2=O)cc1	7%	1%	1%	12%
29	CCc1ccc(NC(=O)C2CCN(c3ccc(Sc4ccc(C)cc4)nn3)CC2)cc1	1%	2%	5%	-15%
30	O=C(NCCCc1ccccc1)c1nn(-c2ccccc2F)nc1CO	-1%	-5%	2%	-10%

entry	p53null 32C tox	FH mod	NTMT1 inhibitor
21	-2%	0%	2%
22	-4%	-23%	5%
23	-25%	-8%	9%
24	-11%	-18%	-4%
25	-2%	3%	3%
26	-9%	-12%	-2%
27	-4%	7%	0%
28	-9%	-5%	8%
29	9%	-3%	-7%
30	-1%	-13%	-2%

Part of the list above in order of SMILES length, smallest number first.
entry	SMILES	B2AR arrestin ag	TSG101-PTAP inh	GALK inh	p53null 39C kill
25	Cc1nn(-c2ccccc2)c2sc(C(=O)Nc3ccc(Br)cc3)cc12	1%	0%	2%	15%
22	CCc1ccc(OCC(=O)Nc2ccc(Cl)c(-c3nc4ncccc4o3)c2)cc1	1%	1%	-17%	-13%
24	CCN1CCN(C(c2ccc(F)cc2)c2sc3nc(-c4ccco4)nn3c2O)CC1 (stereo unspecified)	-1%	4%	-2%	3%
29	CCc1ccc(NC(=O)C2CCN(c3ccc(Sc4ccc(C)cc4)nn3)CC2)cc1	1%	2%	5%	-15%
21	CCOc1ccc(C(=O)Nc2ccc(C(=O)OCc3cc(=O)n4nc(CC)sc4n3)cc2)cc1	1%	-2%	-2%	-14%

entry	p53null 32C tox	FH mod	NTMT1 inhibitor
25	-2%	3%	3%
22	-4%	-23%	5%
24	-11%	-18%	-4%
29	9%	-3%	-7%
21	-2%	0%	2%

Later entries
entry	SMILES	B2AR arrestin ag	TSG101-PTAP inh	GALK inh	p53null 39C kill
31	CNc1nc(Oc2ccc(=O)[nH]n2)nc(N2CCOCC2)n1	0%	0%	4%	-18%
32	CCCN(CCC)CCCNC(=O)C1CCCN(S(=O)(=O)c2cccc3nsnc23)C1 (stereo unspecified)	0%	-1%	-1%	28%
33	O=C(Nc1c(C(=O)N2CCN(c3ccccc3F)CC2)oc2ccccc12)c1ccco1	1%	0%	-3%	7%
34	COc1ccc(CN2C(=O)c3ccccc3C2C(=O)NC2CCCCCC2)c(OC)c1 (stereo unspecified)	-2%	-4%	-3%	12%
35	C=CCC(CC=C)(CNC(=O)C(=O)Nc1ccc(Br)cc1)c1ccc(OC)c(OC)c1	-1%	2%	-12%	13%
36	Cc1ccc(-c2nc(NC(=O)CSc3nc(C)nc4sc5c(c34)CCCC5)ns2)cc1	0%	-5%	4%	-6%
37	CCCc1nn2c(C)c(-c3ccccc3)nc2s1	1%	0%	0%	10µM*
38	CCOc1ccc(-c2cccc(NS(=O)(=O)c3ccc(Cl)s3)c2)nn1	0%	-1%	-4%	-2%
39	COc1cc([N+](=O)[O-])ccc1NC(=O)c1nc2ccccc2n(C)c1=O	1%	-5%	2%	-20%
40	Cc1ccccc1CN1CCCN(CC(=O)Nc2ccc3c(c2)OCCO3)S1(=O)=O	0%	-10%	-1%	-8%

entry	p53null 32C tox	FH mod	NTMT1 inhibitor
31	-4%	4%	10%
32	2%	1%	8%
33	0%	-19%	13%
34	8%	-3%	-3%
35	-6%	-4%	20%
36	-6%	8%	14%
37	7.9µM*	-20%	-9%
38	-7%	-15%	0%
39	-5%	-3%	7%
40	-12%	-16%	14%

(more compounds)
entry	SMILES	B2AR arrestin ag	TSG101-PTAP inh	GALK inh	p53null 39C kill
41	COc1ccccc1Nc1sc(C(=O)c2ccc3c(c2)OCO3)c(N)c1S(=O)(=O)c1ccccc1	3%	0%	-3%	15%
42	CCN(c1ccccc1C)S(=O)(=O)c1nnc(NC(=O)c2ccco2)s1	0%	4%	3%	-12%
43	Cc1ccc(NC(=O)CSc2nnc(-c3ccc([N+](=O)[O-])cc3)o2)c(C)c1	-2%	0%	1%	2%
44	COC(=O)Cc1c(C)c2ccc3c(c2oc1=O)CN(Cc1ccc(Cl)cc1)CO3	1%	0%	2%	16%
45	CCN(CC)C(=O)Cn1cc(SCC(=O)Nc2cc(OC)ccc2OC)c2ccccc21	0%	-14%	-7%	4%
46	O=C(CN1C(=O)C2(SCC(=O)N2c2ccc(Cl)cc2)c2ccccc21)NCCc1ccccc1 (stereo unspecified)	0%	-6%	-2%	-12%
47	O=C(Cn1c(-c2cccs2)cc2ccccc21)NCCCN1CCN(c2ccccc2F)CC1	0%	-4%	1%	-5%
48	COc1cc(NC(=O)c2ccc(-c3nc(COc4ccccc4)c(C)o3)cc2)cc(OC)c1	0%	3%	-1%	19%
49	O=C(NCc1ccccc1)C1CCC(CNS(=O)(=O)c2ccc(Br)s2)CC1 (stereo unspecified)	-1%	1%	2%	-11%
50	O=S(=O)(c1ccc2nc(NCc3ccccc3Cl)ccc2c1)N1CCCCC1	0%	0%	-1%	7%

entry	p53null 32C tox	FH mod	NTMT1 inhibitor
41	11%	-17%	2%
42	1%	5%	5%
43	-2%	-10%	7%
44	-8%	-2%	6%
45	1%	?	7%
46	4%	-9%	1%
47	-2%	?	-6%
48	0%	?	5%
49	-9%	2%	15%
50	-8%	-32%	-13%

(list continues)
entry	SMILES	B2AR arrestin ag	TSG101-PTAP inh	GALK inh	p53null 39C kill
51	COc1ccc(CNC(=O)C(=O)NCC(c2cccs2)S(=O)(=O)c2ccc(C)cc2)cc1 (stereo unspecified)	-2%	-8%	-8%	7%
52	COc1ccc(-n2c(-c3ccccc3F)nc3c(cnn3-c3ccc(C)cc3)c2=O)cc1	6%	0%	-1%	28%
53	Cc1ccc(C)c(N2CCN(C(=O)c3cn(CC(C)C)c(=O)c4c3c3ccccc3n4C)CC2)c1	0%	-9%	-1%	4%
54	O=C(Cc1ccc(NC(=O)N2CCCCc3ccccc32)cc1)Nc1ccccc1Br	0%	-4%	0%	16%

entry	p53null 32C tox	FH mod	NTMT1 inhibitor
51	-1%	-2%	-7%
52	26%	-27%	?
53	12%	?	9%
54	-3%	?	-1%
